D3 antag: antagonists of human D3 dopamine receptor. P35462. D3R cells, DiscoveRx beta-arrestin luminescence, antagonist mode; active compounds read low. max response, negative = inhibition, %. 2.5% of 360,000 active. AID 652054; in the data active means max response below about -50%; inconclusive means no clear call, values can overlap the other calls; further: on the % scale 0 is the no-effect control and ±100 the full control effect; mostly tested at two doses, the higher about 12 µM
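Cells plated overnight at 1500 cells/well, then exposed to library compounds with dopamine controls for 90 minutes at 37 degrees C. DiscoveRx reagent added for 30–60 minutes at room temperature; luminescence read, quantitative HTS format.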
TDP43 rescue: rescues yeast growth from TDP-43 toxicity; Potency, µM (series often up to 46.1 µM), for inactives: at the highest dose growth rescue (activation), most hits filed as activators; 1.8% of 410,000 active; TDP-43 expressing yeast growth rescue, BacTiter-Glo, 24 h; further: potency means the concentration at half of the fitted maximal effect; % of control where 0% means no effect; nearly all actives have a fitted effect of over 50% in size
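Growth rescue of TDP-43-toxic yeast measured as ATP luminescence (BacTiter-Glo). Cells grown to mid-log in raffinose, induced in galactose at OD600=0.02, exposed to compound 24 hr at 30 deg C.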
FUS suppressor: FUS proteinopathy suppression in yeast; S. cerevisiae FUS-expressing, growth rescue, OD600, 24 h; AID 1347120; Potency, µM (doses to about 76.6 µM), without a hit: at the top dose growth rescue (activation), usual class: activators; 0.24% of 390,000 active;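 further: potency means the concentration at half of the fitted maximal effect; plate controls were DMSO vehicle for no effect and reference control for full effect; nearly all actives have a fitted effect of over 55% in size; some results filed as inactive show a strong effect at the top dose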
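Steps: raffinose overnight preculture; dilution to OD 0.005 in 2% galactose minimal medium; compound addition (concentration series); 24hr at 30C, 99% humidity; absorbance read at 600 nm.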
D3 ag: activates the human D3 dopamine receptor; AID 652048; D3R DiscoveRx beta-arrestin cells, luminescence, 90 min; 0.58% of 410,000 active; max activation, %; P35462; in the data active means max activation above about 30%; further: 0% is about no effect; mostly tested at two doses, the higher about 12 µM
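Cells at 1500/well, incubated overnight, then treated with pinned compounds (dopamine as control) for 90 min at 37 degrees C. DiscoveRx reagent added for 30 - 60 minutes at room temperature; luminescence read.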
EPAC2 ag: agonists of human EPAC2 (RAPGEF4); Q8WZA2; 0.079% of 360,000 active; EPAC2 activation, biochemical qHTS; response scale: 100% = 6.5 mM cAMP response; Potency, µM (top dose mostly 154 µM), for inactives: at the top dose activation, hits mostly activators; further: potency means the concentration at half of the fitted maximal effect; nearly all actives have a fitted effect of over 50% in size
Target sequence (Q8WZA2 whole entry, looked up): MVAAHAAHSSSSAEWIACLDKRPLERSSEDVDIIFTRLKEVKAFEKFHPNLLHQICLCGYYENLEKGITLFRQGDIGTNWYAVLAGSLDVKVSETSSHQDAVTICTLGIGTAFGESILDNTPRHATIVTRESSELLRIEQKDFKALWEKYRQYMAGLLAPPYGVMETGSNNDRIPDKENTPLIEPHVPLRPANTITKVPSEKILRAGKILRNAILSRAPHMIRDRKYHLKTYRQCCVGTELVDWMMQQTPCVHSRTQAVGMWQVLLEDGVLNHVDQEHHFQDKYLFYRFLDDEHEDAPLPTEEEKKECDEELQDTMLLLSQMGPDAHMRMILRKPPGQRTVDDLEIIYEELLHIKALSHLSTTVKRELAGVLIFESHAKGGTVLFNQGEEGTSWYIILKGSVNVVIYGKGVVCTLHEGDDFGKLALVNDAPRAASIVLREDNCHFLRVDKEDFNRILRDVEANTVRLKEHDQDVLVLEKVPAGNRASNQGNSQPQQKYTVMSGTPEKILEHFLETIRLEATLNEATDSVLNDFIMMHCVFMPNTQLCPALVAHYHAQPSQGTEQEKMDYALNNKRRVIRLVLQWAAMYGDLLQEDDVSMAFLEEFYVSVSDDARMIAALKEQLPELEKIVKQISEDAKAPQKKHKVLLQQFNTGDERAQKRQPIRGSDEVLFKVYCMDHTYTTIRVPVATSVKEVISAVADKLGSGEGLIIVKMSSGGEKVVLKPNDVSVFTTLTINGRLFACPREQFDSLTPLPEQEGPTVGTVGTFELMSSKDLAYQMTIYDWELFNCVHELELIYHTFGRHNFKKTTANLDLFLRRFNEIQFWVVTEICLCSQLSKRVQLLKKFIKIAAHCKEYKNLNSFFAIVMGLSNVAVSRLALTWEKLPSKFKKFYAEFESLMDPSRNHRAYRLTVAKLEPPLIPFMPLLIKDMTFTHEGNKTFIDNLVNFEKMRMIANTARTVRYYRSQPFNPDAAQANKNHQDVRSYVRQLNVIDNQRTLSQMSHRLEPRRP
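Readout is BODIPY fluorescence (480 nm excitation, 540 nm emission), which falls as labeled GDP is exchanged off Rap1B. EPAC2 at 100 nM acted on 250 nM RAP1B-BODIPY-GDP with 50 uM GDP present.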
EPAC2 antagonist: antagonists of human EPAC2. 0.18% of 360,000 active. Q8WZA2. AID 720708. EPAC2 GEF exchange of Rap1B-BODIPY-GDP, fluorescence. Potency, µM (top dose mostly 114 µM), for inactives: top-dose activity, negative = inhibition, actives largely listed as inhibitors; further: potency means the concentration at half of the fitted maximal effect; on the % scale 0 is the no-effect control and ±100 the full control effect; nearly all actives have a fitted effect of over 45% in size; many of its hits are not listed in these tables
Abeta rescue: restores growth of yeast expressing A-beta42 peptide; 0.063% of 410,000 active; Potency, µM (series often up to 46.1 µM), for inactives: top-dose growth rescue, actives largely listed as activators; yeast expressing A-beta42, growth rescue, OD600, 48 h; response scale: 0% DMSO, 100% iron-clioquinol control; further: potency means the concentration at half of the fitted maximal effect; nearly all actives have a fitted effect of over 55% in size
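Yeast A-beta toxicity model in growth medium with pinned compounds, 48 h at 30 C; growth read as absorbance at 600 nm. Normalized to FeCl3/clioquinol equimolar mix (positive) and DMSO (negative).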
aSyn yeast inh: inhibitors of alpha-synuclein toxicity in yeast; Potency, µM (titrated, usually from 46.1 µM), for inactives: at the highest dose growth rescue (activation), actives largely listed as activators; Yeast expressing alpha-synuclein, growth rescue, BacTiter-Glo, 24 h; 0.14% of 370,000 active; further: potency means the concentration at half of the fitted maximal effect; % of control where 0% means no effect; nearly all actives have a fitted effect of over 65% in size
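Galactose-induced alpha-syn yeast (OD600=0.02, raffinose-pregrown) + pinned cpd, 24 hr, 30 deg C; growth by BacTiter-Glo luminescence. Growth restoration scores as activation.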
The depositor's hits bear a star; ? = inconclusive; . = not tested or not shown; [ ] = remark or other dose. Unless noted, the call rests on the fitted dose curve; in most records, active means well fitted curve in the direction sought with a large enough effect; inconclusive means small, poorly fitted or top-dose-only effect, or another doubt; inactive means no such curve, though single readings can be large; an effect the other way counts as inactive or inconclusive. Some of the compounds tested; the hit share may differ from the screen's.

Every second line gives: D3 antag, TDP43 rescue, FUS suppressor, D3 ag, EPAC2 ag, EPAC2 antagonist, Abeta rescue, aSyn yeast inh
(1) Nc1c(C(=O)Nc2ccc(Br)cc2)sc2nc(N3CCOCC3)c3c(c12)CCCC3
 : 6, 1%, -53%, 0, 1%, 0%, 3%, 0%
(2) CC(=O)c1cccc(NC(=O)CCCSc2nc(-c3ccco3)cc(C(F)(F)F)n2)c1
 : ., 12%, 33%, 6, ., ., 7%, .
(3) O=C(COc1ccc(S(=O)(=O)N2CCOCC2)cc1)N1CCOCC1
 : 10, 2%, ., -1, -7%, -1%, -7%, -6%
(4) O=C(O)C1=CCC(c2ccc(Cl)c(Cl)c2)N(S(=O)(=O)c2ccc(F)cc2)C1c1cccc(F)c1 (stereo unspecified)
 : ?, 11%, 7%, -6, -10%, -28%, -2%, -9%
(5) CC1=NNC(=O)/C1=C\c1cn(-c2ccccc2)nc1-c1cccs1
 : ?, -67%[inhibitor], ?, -2, 21%, 8%[57.1 µM], -92%[inhibitor], -62%[inhibitor]
(6) COc1cccc(OC)c1C(=O)Nc1nc2cc3c(cc2s1)OCO3
 : -14, -19%, 4%, -1, 11%, -6%, 0%, 0%
(7) S=C(NCCN1CCOCC1)Nc1ccc(-c2nc3ccccc3[nH]2)cc1
 : -20, 3%, -17%, -9, 5%, 8%, -1%, 2%
(8) Cc1cc(=O)[nH]c(N2CCN(c3ccc(Cl)cc3)CC2)n1
 : -1, -23%, 15%, 8, -1%, 2%, -9%, -8%
(9) O=C(N/N=C/c1cc(Br)ccc1O)c1ccccc1Cl
 : 19, 14µM*, 21%, 3, 5%, -2%, 19%, 10µM*
(10) Cc1[nH]nc2c1-c1nc3ccccc3nc1C(C)(C)C2
 : 14, 22µM*, 18%, 4, 6%, -6%, 0%, 0%

2 entries drawn at random from the list so far:
Every second line gives: D3 antag, TDP43 rescue, FUS suppressor, D3 ag, EPAC2 ag, EPAC2 antagonist, Abeta rescue, aSyn yeast inh
(3) O=C(COc1ccc(S(=O)(=O)N2CCOCC2)cc1)N1CCOCC1
 : 10, 2%, ., -1, -7%, -1%, -7%, -6%
(8) Cc1cc(=O)[nH]c(N2CCN(c3ccc(Cl)cc3)CC2)n1
 : -1, -23%, 15%, 8, -1%, 2%, -9%, -8%

Later entries.
Every second line gives: D3 antag, TDP43 rescue, FUS suppressor, D3 ag, EPAC2 ag, EPAC2 antagonist, Abeta rescue, aSyn yeast inh
(11) CC(=O)c1ccc(Nc2cc(C)nc3nc(Cc4ccc(Cl)cc4)nn23)cc1
 : ., ?, -3%, 4, ., ., -1%, .
(12) CCCCNC(=O)c1nn(C)c2c1CSc1ccccc1-2
 : ., 35µM*, 13%, -1, ., ., 1%, .
(13) COCCn1cnnc1SCC(=O)Nc1ccc(N2CCCCC2)cc1
 : -7, 13%, ., -6, 6%, 15%, 0%, -4%
(14) COc1ccccc1N(Cc1cc(=O)[nH]c2ccccc12)C(=O)C(C)C
 : 4, 10%, -11%, -1, -4%, -12%, -3%, 3%
(15) COc1ccc(-n2c(Cn3c(=O)sc4ccccc43)nnc2SCC(=O)N2CCCC2)cc1
 : 17, -9%, 23%, -4, -4%, -1%, -4%, 1%
(16) CCCCCCC(NC(=O)Cc1ccc2ccccc2c1)C(=O)O (stereo unspecified)
 : 0, 7%, 38%, 7, 2%, -9%, -7%, -2%
(17) O=C(COc1ccc(C(=S)N2CCOCC2)cc1Cl)Nc1ccccc1Cl
 : -13, -10%, -9%, 5, -2%, 15%, -14%, -4%
(18) S=C(Nc1ccc2nsnc2c1)N1CCCC1
 : 3, 11%, 11%, -1, 8%, 6%, 1%, 2%
(19) CC(NCc1ccc2c(c1)OCO2)C(=O)NC1CCCCC1 (stereo unspecified)
 : 1, -12%, -15%, 7, 7%, 4%, 9%, -2%
(20) Nc1c(N(Cc2ccco2)C(=O)c2cccc(F)c2)c(=O)[nH]c(=O)n1Cc1ccccc1
 : -9, -4%, -9%, 2, 10%, 6%, 0%, -1%
(21) Clc1ccccc1CSc1nnc(-c2ccncc2)o1
 : 2, 10µM*, 24%, 3, 3%, 7%, 15%, 7%
(22) C/C(=N\NC(=O)c1ccc2ccccc2c1)c1cccs1
 : -19, 2%, 12%, -9, -3%, -5%, 2%, -3%
(23) CCOc1ccc(N2CC(NS(=O)(=O)c3cccnc3)CC2=O)cc1 (stereo unspecified)
 : -6, 29%, -11%, 13, 0%, 13%, 3%, 5%
(24) CC[C@H](C)[C@H](NC(=O)c1ccc(Cl)cc1)C(=O)OCC(=O)c1c(N)n(C)c(=O)n(C)c1=O
 : 1, 8%, 21%, 11, 1%, 2%, 11%, 9%
(25) CC(C)Oc1ccc(C2CC(=O)NC2=O)cc1 (stereo unspecified)
 : -7, -20%, -5%, -5, 14%, 5%, 2%, -1%
(26) N#CCCn1cc(/C=C2\NC(=S)N(c3ccccc3)C2=O)c(-c2ccc(F)cc2)n1
 : -24, -21%, ?, -4, 19%, -18%, 20%, -5%
(27) COc1ccc(-c2nc(NC(=O)c3ccc(OCC(=O)Nc4ccc(F)cc4)c(OC)c3)sc2C)cc1
 : 23, -10%, 21%, 5, 0%, 1%, -12%, -5%
(28) CC(C)CN(CC(C)C)C(=O)CCCC(=O)N(CC(C)C)CC(C)C
 : -17, -9%, 32%, 1, -7%, -3%, 11%, -5%
(29) C=CCNC(=O)c1ccsc1N
 : -1, 7%, -3%, 2, 2%, 16%, 0%, ?
(30) Cc1ccc(CNC(=O)CNS(=O)(=O)c2cccc3nsnc23)cc1
 : 4, -8%, 1%, 3, 1%, 1%, -13%, 8%

Of the compounds above, these contain two or more sulfur atoms.
Every second line gives: D3 antag, TDP43 rescue, FUS suppressor, D3 ag, EPAC2 ag, EPAC2 antagonist, Abeta rescue, aSyn yeast inh
(15) COc1ccc(-n2c(Cn3c(=O)sc4ccccc43)nnc2SCC(=O)N2CCCC2)cc1
 : 17, -9%, 23%, -4, -4%, -1%, -4%, 1%
(18) S=C(Nc1ccc2nsnc2c1)N1CCCC1
 : 3, 11%, 11%, -1, 8%, 6%, 1%, 2%
(30) Cc1ccc(CNC(=O)CNS(=O)(=O)c2cccc3nsnc23)cc1
 : 4, -8%, 1%, 3, 1%, 1%, -13%, 8%

Further compounds
Every second line gives: D3 antag, TDP43 rescue, FUS suppressor, D3 ag, EPAC2 ag, EPAC2 antagonist, Abeta rescue, aSyn yeast inh
(31) COc1ccc(CCNc2ccc(C(CC(N)=O)NC(=O)c3ccccc3)cc2[N+](=O)[O-])cc1 (stereo unspecified)
 : -1, 21%, 14%, -9, 2%, 11%, 0%, -12%
(32) O=C(O)CN1C(=O)Nc2ccc(Br)cc2C1c1ccccc1 (stereo unspecified)
 : 0, 5%, -5%, 3, 7%, 4%, 3%, 5%
(33) O=C(NCCCn1ccnc1)c1cc(S(=O)(=O)N2CCOCC2)ccc1F
 : 12, -11%, 8%, -6, 6%, 25%, -13%, 1%
(34) CCCN(CCC)C(=O)c1ccccc1C(=O)N(CCC)CCC
 : 8, 9%, 16%, 3, 5%, 12%, 2%, 4%
(35) Nc1cc(N)nc(SCC(=O)c2ccccc2)n1
 : -13, 5%, -2%, 3, 7%, 0%, 6%, 5%
(36) NC(=O)CCN1CCN(C(=O)c2ccc3nc(Cc4cccc(Cl)c4)oc3c2)CC1
 : 6, 7%, ., 1, -6%, 11%, 3%, -7%
(37) NC(=O)C1CCCN(C(=O)CCC(=O)c2cccs2)C1 (stereo unspecified)
 : 1, -1%, 1%, 1, 9%, -4%, 9%, 4%
(38) CNC(=O)COc1ncnc2sc(C)c(C)c12
 : 0, 10%, -11%, -12, 9%, 5%, 7%, 2%
(39) CCSc1nnc(Cn2c(=O)sc3ccccc32)n1-c1ccccc1C
 : 10, 10%, -17%, 1, 0%, 17%, 9%, -2%
(40) CCCCc1ccc(-c2csc(/C(C#N)=C\c3ccc(C)o3)n2)cc1
 : 18, 0%, ?, -2, 16%, 16%, 9%, -6%
(41) O=C(O)CN1CCc2ccccc2C1
 : -3, -7%, 21%, -17, 1%, 16%, -18%, -1%
(42) Cc1ccc(C(=O)NC2CCS(=O)(=O)C2)cc1S(=O)(=O)N1CCCCCC1 (stereo unspecified)
 : -9, -7%[9.22 µM], -1%, -1, 3%, 27%, -17%, -5%
(43) CCOC(=O)C(NC(C)=O)(Nc1ccc(S(=O)(=O)Nc2nccs2)cc1)C(F)(F)F (stereo unspecified)
 : -21, -5%, 25%, 2, 9%, -6%, 14%, 0%
(44) COc1cc([N+](=O)[O-])cc(/C=N/NC(=O)c2cncc(Br)c2)c1O
 : ?, ?, 15%, -3, -7%, 8%, -23%, -1%
(45) COC(=O)[C@@H]1C[C@@]2(O)[C@@H](O)[C@@H](O)[C@@H](O)C[C@H]2N1C/C=C/c1ccccc1
 : 0, 18%, -35%, 1, 2%, 6%, -3%, -3%
(46) CC(=O)Nc1ccc(N=Nc2c(C)[nH]n(C(N)=S)c2=O)cc1
 : 0, -4%, 0%, 1, 12%, -2%[57.1 µM], -13%, -9%
(47) CS(=O)(=O)c1ccc(C(=O)OCC(=O)N2CCN(CCC3CCCCC3)CC2)cc1[N+](=O)[O-]
 : ., ., -3%, ., -10%, 11%, -26%, .
(48) CC(C)Nc1nc(NC(C)C)nc(Oc2ccc(OCc3ccccc3)nn2)n1
 : 16, 14%, -7%, -3, -15%, 0%, 20%, 8%
(49) Cc1noc2ncnc(N3CCN(c4cccc(Cl)c4)CC3)c12
 : 35, ?, -16%, 6, 7%, 4%, 28%, 4%
